Bioassay records deposited in PubChem BioAssay by National Center for Advancing Translational Sciences (NCATS).
TRb-SRC2 inh = TRbeta-SRC2 interaction inhibition; Potency, µM (doses to about 106 µM), for the others: top-dose activity change, negative = inhibition, actives largely listed as inhibitors; hit rate 0.065% among 280,000; P10828; AID 1469; TRbeta-SRC2 peptide binding, fluorescence polarization; receptor liganded with 1 µM T3;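 note: plate controls were bound peptide for no effect and peptide without receptor for full effect; nearly all actives have a fitted effect of over 50% in size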
Target sequence (P10828 whole entry, looked up): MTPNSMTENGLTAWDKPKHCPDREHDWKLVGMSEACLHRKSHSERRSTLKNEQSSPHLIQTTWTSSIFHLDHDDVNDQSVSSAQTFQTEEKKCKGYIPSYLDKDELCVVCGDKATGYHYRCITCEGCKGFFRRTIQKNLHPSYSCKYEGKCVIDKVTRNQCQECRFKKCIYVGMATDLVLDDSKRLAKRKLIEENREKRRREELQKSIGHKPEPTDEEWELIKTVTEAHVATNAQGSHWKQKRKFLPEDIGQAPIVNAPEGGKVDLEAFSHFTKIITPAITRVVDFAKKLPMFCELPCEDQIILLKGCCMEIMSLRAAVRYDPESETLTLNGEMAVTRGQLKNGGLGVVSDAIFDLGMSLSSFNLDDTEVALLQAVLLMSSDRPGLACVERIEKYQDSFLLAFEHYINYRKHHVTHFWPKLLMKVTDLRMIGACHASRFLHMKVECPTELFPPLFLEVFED
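TRb LBD 0.6 uM + Texas Red SRC2 peptide 20 nM, 1 uM T3, Tris buffer w/ 5% DMSO; compound pinned, 5 h RT; FP read ex 555/em 632; normalized to unbound and bound controls.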
Tau ThT inhib = inhibitors of human tau fibril formation, thioflavin T binding. recombinant tau K18 P301L, heparin-induced fibrillization, ThT fluorescence. hit rate 2.1% among 270,000. AID 1460. Potency, µM (top dose mostly 57.4 µM), without a hit: at the highest dose activity, negative = inhibition, usual class: inhibitors. P10636; note: nearly all actives have a fitted effect of over 55% in size
Target sequence (P10636 561-689 P618L limits assumed): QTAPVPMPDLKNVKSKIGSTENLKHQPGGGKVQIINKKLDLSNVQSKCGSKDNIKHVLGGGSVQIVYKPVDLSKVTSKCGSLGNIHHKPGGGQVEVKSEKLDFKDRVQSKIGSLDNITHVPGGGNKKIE
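In this qHTS, human K18 P301L tau is incubated with compound and heparin for 6 hr at 37 C, and Thioflavin T fluorescence then reports fibril load.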
Tau fluor cs = counter-screen for tau fibril formation inhibitors; tau K18 P301L Alexa594 fluorescence, heparin fibrillization; Potency, µM (top dose mostly 57.7 µM), for inactives: top-dose activity change, negative = decrease; hit rate 0.93% among 280,000; note: nearly all actives have a fitted effect of over 55% in size
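Human tau K18 P301L (15 uM unlabeled, 0.24 uM Alexa 594-labeled) in 100 mM sodium acetate pH 7 with 20 uM heparin, 6 hr at 37 C. ThT 30 uM added, 1 hr ambient; Alexa 594 FP and total fluorescence read at 555/632 nm.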
ALDH1A1 block = ALDH1A1 (human) enzyme inhibition | Purified ALDH1A1, NADH fluorescence, propionaldehyde substrate | Potency, µM (highest dose often 75.3 µM), for inactives: at the highest dose activity, negative = inhibition, actives largely listed as inhibitors | hit rate 7.3% among 220,000 | AID 1030; active = well fitted inhibition curve with a large enough effect, not every such curve was filed as active; inconclusive = small, poorly fitted or top-dose-only effect, or another doubt; inactive = no such curve, though single readings can be large or run the other way;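 note: plate controls were no enzyme wells and a reference inhibitor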
GLA spleen mod = inhibitors or activators of human alpha-galactosidase in spleen homogenate; human spleen homogenate, 4MU-alpha-Gal fluorescence, 40 min; Potency, µM (top dose mostly 80 µM), inactives show top-dose activity change, negative = inhibition, actives largely listed as inhibitors; AID 2107; hit rate 0.008% among 240,000; P06280;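 note: 0% = enzyme with vehicle and -100% = no enzyme basal signal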
Target sequence (P06280 32-429 limits assumed): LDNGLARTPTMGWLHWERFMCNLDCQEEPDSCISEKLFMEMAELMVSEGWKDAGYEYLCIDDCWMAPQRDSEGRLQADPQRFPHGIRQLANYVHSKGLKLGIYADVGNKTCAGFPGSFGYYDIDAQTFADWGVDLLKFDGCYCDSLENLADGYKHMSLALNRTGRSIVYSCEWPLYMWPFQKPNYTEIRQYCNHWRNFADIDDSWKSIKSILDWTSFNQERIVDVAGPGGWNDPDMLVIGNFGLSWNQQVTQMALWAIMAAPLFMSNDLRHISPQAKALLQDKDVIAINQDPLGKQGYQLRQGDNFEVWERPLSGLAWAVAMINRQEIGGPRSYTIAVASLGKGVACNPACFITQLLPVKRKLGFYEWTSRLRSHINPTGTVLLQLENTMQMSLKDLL
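qHTS titration in buffer at pH 5.0. Alpha-galactosidase activity in spleen homogenate was measured via 4-methylumbelliferone release from 1 mM fluorogenic substrate after 40 min at 37C and a pH 10 stop. AC50 came from Hill fits of control-normalized data.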
Tau FP inhib = blocks human tau fibril formation measured by polarization | P10636 | K18 P301L tau heparin fibrillization, Alexa594 FP, 6 h | Potency, µM (doses to about 57.7 µM), inactives show top-dose activity, negative = inhibition, hits mostly inhibitors | hit rate 0.39% among 280,000 | AID 1468; note: nearly all actives have a fitted effect of over 55% in size
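Steps: dispense K18 P301L tau (15 uM plus 0.24 uM Alexa 594 tracer, final) in pH 7 sodium acetate; add compound; add heparin (20 uM final); incubate 6 hr, 37 C; add ThT (30 uM final); after 1 hr ambient, read FP.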
TexasRed fluor = alters Texas Red total fluorescence, flagging assay interference; hit rate 0.29% among 280,000; Potency, µM (doses to about 106 µM), inactives show top-dose fluorescence change, negative = quenching; AID 1479; TRb/SRC2 Texas Red total fluorescence interference; active = well fitted curve in either direction with a large enough effect; inconclusive = small, poorly fitted or top-dose-only effect
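Flags fluorescent or light-absorbing compounds by total fluorescence, S + 2P, at 555 nm excitation and 632 nm emission. Mixture: 20 nM Texas Red SRC2 peptide, 0.6 uM human TRb LBD, 1 uM T3, 5% DMSO; compound exposure 5 h at ambient temperature.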
L3MBTL1 block = L3MBTL1 (human) inhibition. Potency, µM (series often up to 57.1 µM), without a hit: top-dose activity, negative = inhibition, actives largely listed as inhibitors. hit rate 0.66% among 230,000. AlphaScreen L3MBTL1–H3K9me1 peptide binding; note: nearly all actives have a fitted effect of over 60% in size
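AlphaScreen proximity signal between nickel-chelate acceptor and streptavidin donor beads (final 10 ug/mL) reports binding of 50 nM L3MBTL1 to 75 nM biotin-H3 K9me1 peptide; complex incubated with compounds 30 min at room temperature; cefsulodin titration as control.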
* = called active by the depositor; ? = inconclusive; . = no result given; & = joins results of further samples; [ ] = remark or other dose. Unless noted, calls come from the whole dose curve; as a rule, active = well fitted curve in the direction sought with a large enough effect; inconclusive = small, poorly fitted or top-dose-only effect, or another doubt; inactive = no such curve, though single readings can be large; an effect the other way counts as inactive or inconclusive. Unless noted, % is set by controls: 0 for no effect and ±100 for the full control effect; potency is the fitted concentration of half-maximal effect.

Every second line gives: TRb-SRC2 inh	GLA spleen mod	Tau fluor cs	ALDH1A1 block	Tau ThT inhib	TexasRed fluor	Tau FP inhib	L3MBTL1 block
C/C(CC(=O)Nc1ccc(OCc2ccccc2)cc1)=N\NC(=O)C(=O)Nc1ccccc1C
  -7.6%	-3.7%	-17.7%	-13.2%	?	2.8%	-8.2%	3.7%
COc1cc(NC(=O)c2c(C)oc3c2C2=NCCN2C=N3)cc(OC)c1OC
  -4.4%	.	2.0%	.	-5.2%	-7.7%	5.3%	.
CC(C)(C)OC(=O)N1CCN(C(=O)Nc2ccc3c(c2)OCCO3)CC1
  3.3%	-4.4%	2.7%	-13.4%	-10.0%	2.7%	-5.4%	3.1%
Cc1ccc(C(=O)N(CCCN(C)C)c2nc3ccc(Cl)cc3s2)cc1C
  -1.3%	-1.6%	-29.4%	?	-12.9%	-1.7%	-7.0%	.
COc1ccc(CNC(=O)c2cnc3ccc(C)cn3c2=O)cc1
  -4.8%	.	-12.5%	.	-0.2%	-14.6%	-4.9%	.
CCOC(=O)c1sc(C)c2c(=O)n(Cc3ccc(Cl)cc3)c(C)nc12
  -2.3%	-4.6%	-12.4%	?	-15.0%	0.0%	-4.8%	-3.4%
CC1=C(C(=O)Nc2ccccn2)C(c2ccc3c(c2)OCO3)C2=C(CC(C)(C)CC2=O)N1 (stereo unspecified)
  -8.9%	3.6%	-10.9%	-5.6%	-3.6%	0.0%	-11.8%	.
O=C(CCS(=O)(=O)c1cc2c(cc1Cl)NC(=O)CO2)NCc1ccccc1
  2.3%	.	-21.1%	.	4.4%	2.9%	?	.
COc1ccc2ncn(-c3ccccc3)c2c1
  3.1%	4.2%	-6.6%	?	-12.8%	1.9%	-10.1%	-3.4%
Cc1cccc(OCCc2nnc(N)s2)c1C
  -11.6%	3.3%	1.8%	8.2%	-1.2%	-1.3%	-0.1%	6.2%
Cc1ccc(S(=O)(=O)N(C)c2ccc(C(=O)NCc3ccccn3)cc2)cc1
  -0.5%	1.4%	-1.1%	5.9%	1.8%	2.6%	2.3%	8.0%
CCOC(=O)N/N=C/c1ccc(Oc2ccccc2)cc1
  -4.2%	6.6%	-11.5%	?	-8.9%	1.0%	-2.1%	5.2%
CCCCC(=O)OC1=C(C(C)=O)N(Cc2ccccc2)S(=O)(=O)c2ccccc21
  -1.5%	.	-16.6%	.	?	-24.0%	3.2%	.
NC(=O)c1nnsc1-c1ccc(-c2snnc2C(N)=O)cc1
  0.3%	-0.3%	-4.0%	6.4%	-12.7%	-1.4%	-6.9%	-2.1%
Cc1ccc(Nc2nc(N)nc(CSc3nnc(C)s3)n2)cc1
  -3.5%	14.1%	-2.5%	.	-3.6%	-9.7%	5.6%	-3.5%
Cc1cccc(N2CCN(C(=O)Cn3sc4nc(C)cc(C)c4c3=O)CC2C)c1 (stereo unspecified)
  0.3%	-1.6%	-29.2%	3.55µM*	12.6µM*	-6.5%	?	.
CCCCn1nnnc1NCc1ccc(C)s1
  6.1%	8.6%	-2.6%	10.7%	-7.3%	-1.2%	0.7%	21.5%[11.4 µM]
CCCCNC(=O)C1CCC(CNc2nc(=S)[nH]c3ccccc23)CC1 (stereo unspecified)
  0.9%	5.3%	-2.9%	23.5%	-0.7%	1.9%	0.1%	.
Cc1cc(C)c2nc(SC(C)C(=O)NCC(=O)Nc3ccc(F)c(F)c3F)cc(C)c2c1 (stereo unspecified)
  3.2%	10.8%	0.8%	4.1%	-0.9%	-2.2%	5.8%	-5.0%
c1ccc(-n2nnnc2CN2CCOCC2)cc1
  -21.8%[53 µM]	5.6%	2.7%	?	3.8%	1585µM*[quencher]	3.8%	33.0%[activator]
Cn1c(=O)c([N+](=O)[O-])c(NCc2ccccc2)c2ccccc21
  3.2%	26.0%	-2.9%	15.8µM*	-1.6%	-8.9%	-5.3%	-2.0%
O=S(=O)(c1cnccc1N1CCN(/N=C/c2ccc(Br)cc2)CC1)N1CCCCC1
  1.5%	6.9%	-17.2%	5.3%	-4.9%	-2.4%	-8.8%	2.3%
CC(C)(S)[C@@H](N)C(=O)O
  -2.6%&9.6%	4.2%&5.6%	-16.8%&-10.6%	?	?	-2.1%&-2.2%	?	3.3%
Cc1cccc(N2CCN(C(=O)CCS(=O)(=O)c3ccc(Br)cc3)CC2C)c1 (stereo unspecified)
  4.9%	?	-19.6%	0.0%	?	1.0%	?	.
COc1cc(/C=C/C(=O)OCC(=O)NC2CCS(=O)(=O)C2)ccc1O (stereo unspecified)
  -3.2%	2.3%	-0.9%	-12.5%	-3.4%	-0.3%	4.6%	4.1%
Cc1cc(-c2nnc(SCC(=O)c3ccc(Cl)cc3)o2)no1
  0.1%	-2.9%	5.2%	-5.2%	6.8%	0.9%	0.2%	-20.6%
Cc1sc2nc3n(c(=O)c2c1C)NC(=O)CC3
  -1.9%	2.0%	1.3%	5.8%	-1.7%	-8.6%	-1.0%	23.0%
CCN(CC)S(=O)(=O)c1ccc(Oc2ccc(S(=O)(=O)N(CC)CC)cc2)cc1
  0.0%	3.8%	-18.8%	-7.6%	-13.6%	-2.3%	10.9%	.
O=C(OCc1cnc(Cl)s1)c1ccccc1Cl
  -0.2%	5.5%	-3.0%	-3.3%	-2.7%	-1.0%	7.7%	22.5%
CC(/C=N/Nc1nc2ccccc2[nH]1)=C\c1ccccc1
  -17.5%	-4.8%	?	5.1%	?	-3.2%	14.1%	-2.2%
O=C(Nc1ccc(S(=O)(=O)N2CCCC2)cc1)C1CCCN1C(=O)c1cccs1 (stereo unspecified)
  1.2%	4.2%	-27.0%	-0.9%	?	-3.3%	4.8%	.
COc1ccc(-c2[nH]ncc2C(=O)NCc2ccc(F)cc2)cc1
  -3.7%	.	-26.9%	.	?	?	-5.5%	.
COc1ccc(N2CCN(C(=O)CSc3nc4c(c(=O)n(C)c(=O)n4C)n3C(C)C)CC2)cc1
  0.7%	4.9%	-6.3%	-3.4%	-11.5%	-0.9%	5.6%	5.2%
Cc1ccc(CNC(=O)C2CCN(S(=O)(=O)c3cc(-c4noc(C)n4)ccc3C)CC2)cc1
  -5.0%	.	-12.1%	.	4.6%	5.1%	-4.9%	.
CCOc1ccc(C2=NNC(c3cccs3)=Nc3ccc(OC)cc32)cc1
  -14.7%	-2.4%	?	-9.9%	?	2.8%	1.9%	?
CN(CCOc1ccccc1)CC(=O)Nc1cc([N+](=O)[O-])ccc1Cl
  1.2%	0.6%	-23.8%	?	?	-7.9%	8.3%	.
O=C(O)CNc1ccccc1C(=O)O
  2.7%	2.7%	-6.6%	.	-7.2%	-3.6%	0.3%	22.4µM*
CC(C)(/C=N/O)/[N+]([O-])=C/c1ccccc1
  -1.5%	3.8%	14.7%	.	13.3%	0.9%	1.9%	15.1%
Cc1cccc(NC(=O)c2sc3nc4n(c(=O)c3c2C)N=C(c2ccc(F)cc2)CS4)c1C
  1.4%	.	7.4%	.	?	-23.0%	0.9%	.
CCS(=O)(=O)N1CCc2cc(C(=O)NCc3ccccc3OC)ccc21
  -0.7%	.	?	.	?	-1.6%	3.1%	.
N/C(=N\OC(=O)CC1CCCCC1)c1ccc([N+](=O)[O-])cc1
  -2.3%	0.8%	-13.3%	?	-6.1%	-2.7%	10.4%	-11.8%
Nc1nc2nccc(-c3ccco3)n2n1
  -4.0%	1.2%	0.8%	?	0.3%	0.1%	4.8%	-6.1%
Cc1cn(C2OC(COC(=O)c3ccccc3)C(O)C2Cl)c(=O)[nH]c1=O (stereo unspecified)
  2.6%	-3.1%	6.6%	?	-0.6%	-0.4%	3.8%	5.2%
CSc1nnc(-c2cccn(Cc3cccc(Cl)c3)c2=O)o1
  -8.3%	2.2%	0.5%	?	-7.7%	-2.3%	0.1%	10.0%
CCOC(=O)CSc1nc(Nc2ccc3c(c2)OCO3)c2ccccc2n1
  -1.5%	2.8%	12.6µM*[quencher]	?	?	-4.9%	14.1%	-3.5%
CCCCOc1ccc(C(=O)Nc2ccc3c(c2)CCCN3S(=O)(=O)c2ccc(C)cc2)cc1
  2.9%	.	-17.2%	.	4.5%	-1.1%	-9.4%	.
O=C(N=c1ccn(-c2nc3ccccc3nc2NS(=O)(=O)c2ccccc2)cc1)c1cccs1
  6.9%	-2.7%	-2.9%	?	?	1.1%	-1.5%	11.4%
CCCN(CC1CC1)S(=O)(=O)c1ccc(S(N)(=O)=O)cc1
  7.3%	9.9%	1.0%	8.5%	-3.1%	2.6%	6.9%	-4.5%
O=C(CSc1nc2c([nH]c3ccccc32)c(=O)n1-c1ccc(Cl)cc1)N1CCCC1
  4.2%	.	-11.4%	.	-17.1%	0.6%	-8.9%	.
Clc1cccc(-c2ccc(/C=N/n3cnnc3)o2)c1
  -2.6%	3.1%	-1.9%	-3.6%	-4.8%	-6.2%	-3.7%	.

Compound profiles, as listed above. Order of screens: TRb-SRC2 inh | GLA spleen mod | Tau fluor cs | ALDH1A1 block | Tau ThT inhib | TexasRed fluor | Tau FP inhib | L3MBTL1 block
CN(CCOc1ccccc1)CC(=O)Nc1cc([N+](=O)[O-])ccc1Cl is listed with 1.2% | 0.6% | -23.8% | ? | ? | -7.9% | 8.3% | .
CC(C)(/C=N/O)/[N+]([O-])=C/c1ccccc1 is listed with -1.5% | 3.8% | 14.7% | . | 13.3% | 0.9% | 1.9% | 15.1%

Given bar-delimited: entries from further up
Molecule | TRb-SRC2 inh | GLA spleen mod | Tau fluor cs | ALDH1A1 block | Tau ThT inhib | TexasRed fluor | Tau FP inhib | L3MBTL1 block
O=C(Nc1ccc(S(=O)(=O)N2CCCC2)cc1)C1CCCN1C(=O)c1cccs1 (stereo unspecified) | 1.2% | 4.2% | -27.0% | -0.9% | ? | -3.3% | 4.8% | .
COc1ccc(-c2[nH]ncc2C(=O)NCc2ccc(F)cc2)cc1 | -3.7% | . | -26.9% | . | ? | ? | -5.5% | .
